High-throughput results deposited in PubChem BioAssay by several laboratories.
ROCK2 inh: ROCK2 (human) kinase inhibition; purified ROCK2, Kinase-Glo ATP depletion luminescence; inhibition, % at 6 µM; hit rate 0.35% among 60,000; AID 604;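 active means inhibition above the screen-wide mean inhibition plus 3 SD, cut at about 18% in these data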;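 further: plate controls were DMSO wells for no effect and Y-27632 control wells after no-enzyme background subtraction for full effect; many of its hits are not listed in these tables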
PKA inh: inhibitors of human protein kinase A | P17612 | AID 524 | hit rate 0.1% among 65,000 | PKA Kemptide phosphorylation, Kinase-Glo ATP luminescence | inhibition, % at 6 µM;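 active means inhibition above the screen-wide mean inhibition plus 3 SD, cut at about 21% in these data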; further: many of its hits are not listed in these tables
CatS block: inhibitors of human cathepsin S. inhibition, %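 (tested at 5 µM per compound within 10-compound mixtures)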. hit rate 0.06% among 62,000. recombinant cathepsin S, AMC dipeptide fluorescence, pooled mixtures. P25774; in the data active means inhibition above about 32%, passing the limit was not always enough;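 further: 0% = enzyme without compound and 100% = blank without enzyme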
CatG inh: inhibitors of human cathepsin G; P08311; purified enzyme, AMC-tetrapeptide fluorescence, pooled mixtures; inhibition, % at 5 µM (by protocol); hit rate 0.2% among 62,000; AID 581;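 active means inhibition above 20% in each of the two mixture wells holding the compound; inactive means inhibition of 20% or less in either well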;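 further: 0% = enzyme control without mixture and 100% = blank lacking enzyme; strong numbers were not always called active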
CatL block: blocks human cathepsin L protease activity | purified cathepsin L, fluorogenic substrate, fluorescence | hit rate 0.17% among 58,000 | P07711 | inhibition, %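 (tested at 10 µM)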; in the data active means inhibition above about 45%;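 further: 0% = enzyme with no compound and 100% = no enzyme blank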
FXIIa inh mix: blocks human factor XIIa in pooled compound mixtures; P00748; purified FXIIa, fluorogenic substrate; inhibition, % at 5 µM; hit rate 0.2% among 62,000;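 further: 0% = enzyme without compound and 100% = no enzyme blank; some results filed as inactive read as strong as hits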
JNK3 blocker: JNK3 (human) kinase inhibition; inhibition, % at 8 µM; hit rate 0.61% among 60,000; purified JNK3 kinase activity, HTS; in the data active means inhibition above about 17%;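 further: 0% = DMSO and 100% = reference inhibitor; many of its hits are not listed in these tables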
C1s block: blocks human complement C1s protease activity | P09871 | purified C1s, fluorogenic AMC substrate, pooled mixtures | mean inhibition % of two 10-compound mixtures (stronger effect = higher value), % at 5 µM (by protocol) | hit rate 0.16% among 62,000 | AID 538;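 active means inhibition above 20% in each of the two 10-compound mixture wells holding the compound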;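 further: 0% = enzyme wells lacking compound mixture and 100% = no-enzyme blank wells; some compounds called inactive have numbers as strong as hits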
Target sequence (P09871 16-437 limits assumed): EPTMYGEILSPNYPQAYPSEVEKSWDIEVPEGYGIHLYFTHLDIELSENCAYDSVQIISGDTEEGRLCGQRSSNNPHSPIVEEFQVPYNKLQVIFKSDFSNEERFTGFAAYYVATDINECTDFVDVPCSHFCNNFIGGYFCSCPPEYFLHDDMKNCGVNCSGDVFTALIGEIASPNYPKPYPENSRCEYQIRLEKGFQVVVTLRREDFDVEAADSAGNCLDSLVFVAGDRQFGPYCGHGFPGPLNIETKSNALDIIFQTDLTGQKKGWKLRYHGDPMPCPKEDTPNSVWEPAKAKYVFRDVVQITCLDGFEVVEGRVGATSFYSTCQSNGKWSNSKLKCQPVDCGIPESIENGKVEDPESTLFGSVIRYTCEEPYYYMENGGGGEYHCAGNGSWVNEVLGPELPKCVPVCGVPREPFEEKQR
Target sequence (P09871 438-688 limits assumed): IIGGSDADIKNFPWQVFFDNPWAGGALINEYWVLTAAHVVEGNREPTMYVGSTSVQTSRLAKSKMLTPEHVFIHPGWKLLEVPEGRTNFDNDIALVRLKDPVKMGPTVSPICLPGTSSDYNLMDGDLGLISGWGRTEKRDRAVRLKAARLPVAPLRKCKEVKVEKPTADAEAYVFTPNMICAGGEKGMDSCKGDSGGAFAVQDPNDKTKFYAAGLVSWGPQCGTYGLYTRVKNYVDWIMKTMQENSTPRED
FXIa inh mix: factor XIa (human) inhibition, mixture screen | P03951 | purified FXIa, fluorogenic substrate, pooled mixtures | inhibition, % at 5 µM | hit rate 0.19% among 62,000 | AID 680;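 further: each value is inhibition by a whole ten-compound pool holding the compound; 0% = enzyme with no mixture and 100% = wells lacking enzyme; strong numbers were not always called active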
An asterisk follows results filed as active; . = not tested or not shown. Unless noted, no stated cut-off is given here; in the data, active means inhibition above about 20% (passing the limit was not always enough); inactive means the rest. No enrichment for hits; any-hit rate near 1.5%.

ROCK2 inh	PKA inh	CatS block	CatG inh	CatL block	FXIIa inh mix	JNK3 blocker	C1s block	FXIa inh mix	SMILES
2	5	3	0	23	7	0	-4	3	CN(C)CCCOC(=O)c1cc2ccccc2o1
1	5	2	2	12	-2	4	3	5	O=C(C1=COCCO1)N1CCN(S(=O)(=O)c2cccc(Cl)c2Cl)CC1
-1	4	-20	-13	1	4	-1	-63	-18	CCCCOc1ccc(-c2nnc(-c3ccco3)o2)cc1
0	0	0	41	0	6	-2	48	35	O=C(NC1CCCC1)c1nc2c(nnn2Cc2cccc(Cl)c2)c(=O)[nH]1
-3	2	-4	-2	-4	-19	-3	1	3	NC(=O)CN1CCCN(S(=O)(=O)c2ccc(Br)cc2)CC1
7	7	4	9	6	-6	3	-6	4	COc1ccc(-n2c(Cc3cccn3C)nnc2SCC(=O)NCCc2ccccc2)cc1
-3	12	-4	-20	-2	2	-7	-36	-11	COc1ccc(OC)c(C2c3c(oc4ccccc4c3=O)C(=O)N2CCCN(C)C)c1 (centres undefined)
5	11	18	-1	.	1	3	-26	8	CC(NC(=O)c1cccnc1)c1ccc2c(c1)OCO2 (centres undefined)
7	16	2	1	-5	5	5	-9	2	Cc1nn(-c2nc3ccccc3s2)c(C)c1Oc1ccccc1O
6	10	2	5	3	6	-4	2	9	O=C(CN(Cc1ccc(F)cc1)C(=O)Cn1nnc2ccccc21)NCC1CCCO1 (centres undefined)
-7	0	-2	-14	-12	4	-8	-4	5	Cc1cc(C)c2cc(CN(CCO)Cc3nnnn3Cc3ccc(F)cc3)c(=O)[nH]c2c1
-1	-4	-9	-5	3	8	2	-54	6	Cc1ccc(N2CC(C(=O)NCc3cccs3)CC2=O)cc1 (centres undefined)
-1	-4	17	14	5	3	4	14	3	CCOc1cc(C)c(Cl)cc1S(=O)(=O)NCc1ccco1
7	7	-3	3	32	2	-3	-34	-14	C=CCNc1nc(Nc2ccc(OC)cc2OC)nc(OCC)n1
-1	9	18	1	-3	1	6	-1	5	Cc1cc(NC(=O)COC(=O)C2CCN(C(=O)c3ccc(Cl)cc3)CC2)no1
-15	-3	.	.	5	.	3	.	.	Nc1nnnn1/N=C/c1cccs1
6	6	-9	8	1	6	3	-9	2	Cc1ccsc1C(=O)OCC(=O)NCC1CCCO1 (centres undefined)
2	5	-1	1	4	6	0	0	9	c1csc(-c2nnc3ccccn23)c1
-14	-1	-2	2	-21	-1	4	-5	8	O=S(=O)(c1ccc2ccccc2c1)N1CCCOC1
5	3	6	10	13	5	-4	10	-6	O=C(CSc1nnc(-c2ccco2)n1CC1CCCO1)N1CCCCC1 (centres undefined)
.	1	3	1	-6	13	.	-1	-1	COC(=O)c1sc(=S)n(-c2cccc(Cl)c2)c1N
4	3	13	-13	-30	-1	3	-56	-10	CCCCOn1c(C)c(C(=O)OCC)c2c3nonc3ccc21
-4	2	-4	12	-1	6	5	17	8	C=CCOc1ccc(NC(=O)C2CC(=O)N(C(C)C)C2)cc1 (centres undefined)
.	1	0	1	31	-5	.	3	11	CCOC(=O)CCCOC(=O)c1ccc(S(=O)(=O)N(C)C)cc1
0	9	1	8	-1	3	2	-16	0	Cn1c(NC(=O)c2cccc(Cn3cc(Cl)cn3)c2)nc2ccccc21
6	12	-6	-3	-8	3	-2	0	2	O=C(O)CCCCNS(=O)(=O)c1ccc(Cl)c(C(F)(F)F)c1
7	7	-4	4	24	5	1	-1	7	Cc1sc(NC(=O)c2ccco2)c(C(c2ccncc2)N2CCOCC2)c1C (centres undefined)
-3	-3	12	1	2	0	2	-2	13	Cc1nn(-c2ccccc2)c2c1P(=O)(O)/C(=C1\N(C)c3ccccc3C1(C)C)C=N2
1	2	18	-2	.	4	4	-4	7	O=C(CSCC(=O)N1CCCCC1)Nc1nc(-c2ccc(Cl)s2)cs1
6	5	-4	-1	.	0	4	-25	6	Cc1ccc(OCCCC(=O)Nc2ccc3c(c2)OCO3)cc1
1	2	8	2	15	46	5	6	6	CC1(C)CC(NC(=O)CCc2ccccc2)CC(C)(C)N1
12	8	.	.	-7	.	-1	.	.	C=CCc1cccc(/C=N/c2ncn[nH]2)c1O
-4	-5	19	-1	1	11	-1	-17	8	COc1cc2c(cc1OC)CN(S(=O)(=O)c1ccc3c(c1)OCCO3)CC2
1	5	-6	-14	.	7	-2	-17	0	COc1ccccc1N1CCN(Cc2ccc(OC)c(OC)c2OC)CC1
-3	-2	16	-2	-24	6	-11	-23	-8	CCO/C(C)=N/n1c2nc3ccccc3nc2c2c(=O)n(C3CCCC3)c(C)nc21
5	11	5	-11	22	9	3	-51	-8	CC1(C)NC(=O)N(CC(O)COc2ccccc2C(=O)N2CCCCC2)C1=O (centres undefined)
3	-2	-5	-2	10	6	2	-66	-5	CC(O)/C=C/c1ccc2ccccc2n1 (centres undefined)
8	6	-5	7	-4	1	-3	8	6	Cc1noc(C)c1CSc1nc2ccccc2n1CCc1ccccc1
0	0	-26	-14	5	3	2	-156	-18	O=S(=O)(NCCc1ccccn1)c1cccs1
2	3	0	-5	7	-14	-1	1	2	COc1ccccc1CNC(=O)C1CCC(CNc2c(N3CCOCC3)c(=O)c2=O)CC1 (centres undefined)
-6	-2	6	11	19	40	-7	9	2	CCn1c(SCC(=O)Nc2cc(OC)ccc2OC)nnc1C1CCCCC1
7	8	10	0	2	7	-6	10	-2	O=C(C1CCC1)N1CCc2cc(S(=O)(=O)N3CCc4ccccc4C3)ccc21
3	7	7	10	25	9	4	15	5	COC(=O)Cc1c(C)nc2nc(NCc3ccc(Cl)cc3)[nH]n2c1=O
0	-5	14	-4	-4	5	-7	-3	4	CCOC(=O)c1c(C)c(C(=O)NC(C)COC)c(C)n1C (centres undefined)
-2	0	-22	1	-7	-16	-1	-105	-12	CCOC(=O)c1ccccc1NC(=O)c1ccc(Cl)c(S(=O)(=O)N2CCOCC2)c1
-7	-2	8	-2	5	0	-6	-29	1	CCCCOC(=O)C(C)Oc1ccc(=O)n(-c2ccccc2)n1 (centres undefined)
.	5	-15	-2	-6	6	.	0	11	CCOC(=O)C1CCN(C(=O)c2oc3ccc(S(=O)(=O)N4CCCCCC4)cc3c2C)CC1
5	6	0	8	5	11	-4	-2	3	CCCN(CCC)S(=O)(=O)c1ccc2c(c1)CCCN2C(C)=O
4	7	-3	-1	-1	6	2	3	6	O=c1[nH]ncn2cccc12
-5	0	-2	9	-2	12	-8	16	4	Cn1c(=O)[nH]c(=O)c2c1nc(SCC(=O)Nc1ccccc1)n2Cc1ccccc1
-5	-8	-4	6	-4	8	1	-37	-7	CCCCOCCCNC(=O)N[C@@H](CC(C)C)C(=O)O
6	9	-3	7	8	1	-2	1	2	O=C(O)c1cc(NC(=O)C2CCCO2)cc(NC(=O)C2CCCO2)c1 (centres undefined)
3	8	5	9	26	22	5	-3	1	Cc1ccc(CNC(=O)C(OC(=O)c2ccco2)C(C)C)cc1 (centres undefined)
-2	6	-4	-3	-7	8	-6	-6	4	CCN1C(=O)/C(=C2/Sc3ccc(OC)cc3N2C)SC1=Nc1cccc(O)c1
6	14	-5	-12	10	-20	-6	-95	2	CCOC(=O)N1CCN(C(=O)c2nn(-c3cc(OC)cc(OC)c3)c(=O)c3ccccc23)CC1
5	10	-5	8	.	4	2	9	8	O=C(Cn1cnnn1)OCC(=O)c1ccc(Cl)s1
.	10	-5	8	-12	-16	.	-11	4	Cc1ccc2c(c1)C1CN(C)CCC1N2C(=O)Nc1ccc(Cl)cc1 (centres undefined)
3	8	6	6	0	0	-4	9	1	CC1CCN(C(=O)CSc2nc3ccccc3[nH]2)CC1
1	3	-10	4	.	4	-2	-14	-5	Cn1c(=O)c2c3c(sc2n2c(SCc4ccc5c(c4)OCO5)nnc12)COC(C)(C)C3
4	7	12	-4	18	4	4	-10	5	O=C(O)C1CCC(=O)N1Cc1ccccc1Cl (centres undefined)

(further entries)
ROCK2 inh	PKA inh	CatS block	CatG inh	CatL block	FXIIa inh mix	JNK3 blocker	C1s block	FXIa inh mix	SMILES
-5	-10	-4	-2	-11	3	-6	-1	8	CCOc1ccc2[nH]c(C)c(CN3CCOCC3)c(=O)c2c1
0	0	0	10	10	2	8	16	-2	Cc1ccc(NC(=O)C2CCCN(S(=O)(=O)c3c(C)noc3C)C2)nc1 (centres undefined)
.	.	-6	-3	.	-1	.	-3	0	CC(=O)c1c(N2CCCCC2)nc(=S)n(Cc2ccccc2)c1C
5	6	0	10	11	2	-2	-1	-3	COc1ccc(S(=O)(=O)Nc2cc(C(=O)NC3CCCCCC3)ccc2N2CCOCC2)cc1
5	-4	15	3	10	7	3	6	6	COc1cccc(C2/C(=C(\O)c3c(C)nc4c(C)cccn34)C(=O)C(=O)N2CCCN(C)C)c1OC (centres undefined)
